Source: PubChem BioAssay
Large T inhibition – SV40 large T antigen inhibitors, biochemical (AID 1903) | 0.39% of 310,000 active | SV40 large T antigen ATPase/helicase inhibition assay; higher % means a stronger effect | inhibition, % at 20 µM, or IC50 in µM where a hit was titrated; in the data active = a potency from the dose series; also: strong numbers were not always called active
LYP inhibition – PTPN22 lymphoid phosphatase activity blockers – biochemical, fluorescence intensity, uHTS (AID 1779); 0.054% of 290,000 active; inhibition, % at 11.5 µM, or IC50 in µM where a hit was titrated; recombinant LYP phosphatase, fluorescence intensity; higher % means a stronger effect; in the data active = inhibition above about 50%;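 also: plate controls were vehicle with enzyme for no effect and no enzyme for full effect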
GPR55 antagonists – GPR55 antagonists blocking LPI-driven arrestin recruitment, primary screen, imaging, U2OS, beta-arrestin-GFP, LPI agonist (AID 2013). U2OS GPR55 beta-arrestin-GFP translocation imaging, LPI antagonism; higher % means a stronger effect. one-dose inhibition, % at 10 µM; IC50 in µM for titrated hits. 0.13% of 290,000 active;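 active = spots per cell inhibited over 60%, with over 100 cells counted and total cytoplasm intensity under 500,000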;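 also: U2OS cells stably carrying GPR55 and arrestin-GFP stimulated by 5 µM LPI near EC80; imaged beta-arrestin-GFP aggregate spots per cell after agonist stimulation; plate controls were LPI-stimulated DMSO wells for no effect and DMSO wells without LPI for full effect; some results filed as inactive read as strong as hits; confirmed hits need IC50 under 10 µM and bright autofluorescent wells are also inconclusive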
Rac1 GTP hydrolysis – MgcRacGAP GTPase-activating activity inhibitors, confirmation, biochemical, ADP Hunter fluorescence; inhibition, % at 30 µM; hits with a dose series show IC50 in µM; MgcRacGAP-stimulated Rac1 GTP hydrolysis, ADP Hunter fluorescence; higher % means a stronger effect; GST-tagged Rac1 F28L mutant substrate; 0.6% of 340,000 active;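 active = first-screen hits whose inhibition reached a set limit at any dose in the follow-up dose series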;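 also: fluorescence reports GDP produced by GAP-driven GTP hydrolysis; strong numbers were not always called active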
T cell HTS – modulates CD8 T cell binding to vesicles; 2C CD8+ T cell-vesicle binding, flow cytometry; hits give low values; calls only at 7 µM; 0.068% of 330,000 active; AID 2052;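 active = response, share of CD8 T cells binding vesicles, and their 90th percentile fluorescence all below set limits, cut at about 80% in these data, passing the limit was not always enough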
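Material: murine 2C transgenic CD8+ T lymphocytes / Also added: QL9-peptide-loaded Drosophila micro-vesicles bearing Ld, ICAM-1 and B7-1 / Schedule: binding step 1.5 h, 37 °C, antibody labelling 20 min, ice / Signal: flow cytometry, PE anti-B7-1 (FL2) versus Alexa647 anti-CD8 (FL8), PFA-fixed / Evaluation: percent CD8+ FL2 mean versus row control / Benchmarks: naked versus QL9-loaded vesicles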
GPR35 arrestin U2OS – inhibition of zaprinast-stimulated GPR35 beta-arrestin translocation – imaging, U2OS, beta-arrestin-GFP, zaprinast agonist, primary screen (AID 2058); 0.052% of 290,000 active; one-dose inhibition, % at 10 µM; IC50 in µM for titrated hits; U2OS GPR35 beta-arrestin-GFP translocation imaging, zaprinast antagonism; higher % means a stronger effect;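 active = inhibition of at least 50% with at least 30 cells and total cytoplasm GFP at most 10,000,000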
NTR1 agonist – NTR1-driven beta-arrestin-GFP spot formation – imaging, U2OS cells, high content, primary screen (AID 493036). P30989. activation, % at 20 µM. 0.17% of 330,000 active. agonist mode;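 active = activation at or above 40% of the spot to cytoplasm intensity ratio, with at least 20 cells analyzed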;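 also: 0% = DMSO without peptide and 100% = 100 nM NTR1 peptide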
Target sequence (P30989 whole entry, looked up): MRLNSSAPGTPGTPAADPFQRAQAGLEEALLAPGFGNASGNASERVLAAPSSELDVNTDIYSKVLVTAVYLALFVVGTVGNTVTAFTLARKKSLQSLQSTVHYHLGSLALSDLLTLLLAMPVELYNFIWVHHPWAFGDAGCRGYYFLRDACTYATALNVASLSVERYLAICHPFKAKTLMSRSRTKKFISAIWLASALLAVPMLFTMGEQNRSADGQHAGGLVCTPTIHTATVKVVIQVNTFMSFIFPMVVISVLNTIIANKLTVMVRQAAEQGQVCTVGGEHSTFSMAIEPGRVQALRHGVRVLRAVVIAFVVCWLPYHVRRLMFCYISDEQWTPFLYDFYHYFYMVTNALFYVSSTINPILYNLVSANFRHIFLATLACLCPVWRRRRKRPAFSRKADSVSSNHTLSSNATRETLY
Lipid droplet – hepatic lipid droplet formation modulation; 0.4% of 240,000 active; AML12 mouse hepatocytes, oleate lipid droplets, BODIPY imaging; inhibition, % at 6.5 µM;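 active = lipid droplet intensity inhibited by at least 50%, with more than 500 cells counted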
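Test system: AML12 mouse liver cells; schedule: overnight exposure; technique: high-content imaging of BODIPY-stained droplets and DAPI nuclei; read-out: % inhibition of corrected integrated BODIPY droplet signal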
GPR55 activation – selective activators of receptor GPR55 – imaging, U2OS cells, beta-arrestin-GFP redistribution, primary screen (AID 1961); U2OS GPR55 beta-arrestin-GFP redistribution imaging; higher % means a stronger effect; activation, % at 10 µM; hits with a dose series show EC50 in µM; 0.048% of 290,000 active;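 active = activation above 40% with more than 50 cells counted in the well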;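 also: U2OS osteosarcoma cells stably expressing GPR55 and beta-arrestin-GFP; plate controls were DMSO negative control for no effect and LPI positive control for full effect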
Lipid droplet cells 6.5 µM – recorded beside Lipid droplet, whose call it bears; cell count; measured here: cell count, cytotoxicity flag;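 cells counted across two imaged fields per well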
T cell HTS vesicle-bound % – also measured in T cell HTS; calls as there; double positive events, %; measured here: CD8+ vesicle-bound cell fraction;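 binding gate set so that unloaded-vesicle control wells show 10% double positive cells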
NTR1 agonist cell count 20 µM – further read-out of NTR1 agonist, marked with its call; cell count; measured here: cell count, cytotoxicity flag
* = called active by the depositor; i = inactive; · = not tested or not shown.

SMILES	Large T inhibition	LYP inhibition	GPR55 antagonists	Rac1 GTP hydrolysis	T cell HTS	T cell HTS vesicle-bound %	GPR35 arrestin U2OS	NTR1 agonist	NTR1 agonist cell count 20 µM	Lipid droplet	Lipid droplet cells 6.5 µM	GPR55 activation
C/C(=N/NC(=O)CNC(=O)c1cccnc1)c1ccc(Cl)cc1	5%	-9%	11%	4%	i	35	-2%	-2.8	88	-11	416	-0.1%
COC(=O)Nc1ccc(S(=O)(=O)Nc2cc(OC)nc(OC)n2)cc1	12%	-11%	3%	6%	i	10	9%	-0.7	71	-8	850	0.0%
O=C(CSc1ccc(Br)cc1)NCC(c1ccco1)N1CCCCC1 (centres undefined)	4%	·	·	10%	i	48	·	-0.1	61	·	·	·
O=C(NCc1ccc(F)cc1)c1cc(C(=O)C2CC2)c[nH]1	13%	-5%	17%	6%	i	41	-8%	1.5	56	10	841	-0.1%
CCCOC(=O)c1ccc(NC(=O)c2ccc(Br)o2)cc1	-1%	-1%	16%	9%	i	41	-14%	4.6	39	74*	654*	0.1%
NC(=O)C1CCN(c2ccc3c(c2)S(=O)(=O)c2ccccc2C3=O)CC1	22%	·	·	4%	i	47	·	-4.4	92	·	·	·
Cc1ccc(Cc2c(C)c(C#N)c3[nH]c4ccccc4n3c2=O)cc1	9%	-1%	4%	1%	i	54	15%	24	66	-36	678	0.2%
O=C(O)c1c(Cl)nc2ccccn12	2%	-5%	7%	1%	i	12	-9%	-1.0	49	18	671	-0.4%
CC(C)c1nc2sc3c(SCC(=O)NCc4ccco4)ncnc3c2c2c1CCC2	22%	3%	4%	18%	i	26	12%	5.2	37	·	·	0.3%
CSc1ccc(S(=O)(=O)N2CC(=O)Nc3ccccc32)cc1	11%	-1%	1%	0%	i	51	1%	0.4	41	4	864	0.8%
CCOCCCNC(=O)CN(Cc1ccc(Cl)cc1)S(C)(=O)=O	8%	-10%	22%	12%	i	33	10%	1.5	70	-1	691	-0.1%
Cc1cc2c(cc(C(=O)NCc3cccnc3)n2Cc2ccc(Cl)cc2)o1	21%	-1%	5%	-2%	i	11	0%	-0.6	67	-2	769	-0.1%
Cc1ccc(C)c(N=Cc2cc3c(cc2[N+](=O)[O-])OCO3)c1	2%	9%	4%	1%	i	34	12%	2.6	48	-2	729	0.1%
Cc1nc2cc(NC(=O)NCc3ccc4c(c3)OCO4)ccc2o1	-1%	-5%	3%	9%	i	24	4%	-0.4	55	-13	564	-0.3%
CCC1Oc2ccccc2N(CC(=O)NCCCN2CCN(c3ccc(OC)cc3)CC2)C1=O (centres undefined)	19%	-14%	10%	10%	i	32	6%	0.5	59	-10	700	-0.1%
Nc1ccccc1Nc1cccc(C(F)(F)F)c1	-5%	6%	11%	89µM*	i	55	8%	-0.3	88	47	698	0.8%
COc1ccc(C2C(C#N)=C(N)OC3=C2C(=O)CCC3)cc1Cn1cc([N+](=O)[O-])cn1 (centres undefined)	11%	-4%	2%	12%	i	59	-5%	-2.3	84	-35	559	0.6%
O=C(CCN1C(=O)S/C(=C/c2ccc(Cl)cc2)C1=O)N1CCOCC1	6%	-8%	7%	13%	i	32	-4%	-0.3	54	-3	598	0.1%
CCc1cc[n+](-c2nc3ccccc3nc2[N-]S(=O)(=O)c2ccc(Br)s2)cc1	3%	4%	8%	3%	i	58	13%	-1.5	105	1	655	0.2%
Cc1ccc(-n2c(C)n[nH]c2=S)cc1C	12%	-10%	-7%	3%	i	32	-6%	1.3	53	14	750	-0.1%

Sorted by SMILES length (low to high): nine of the compounds above
SMILES	Large T inhibition	LYP inhibition	GPR55 antagonists	Rac1 GTP hydrolysis	T cell HTS	T cell HTS vesicle-bound %	GPR35 arrestin U2OS	NTR1 agonist	NTR1 agonist cell count 20 µM	Lipid droplet	Lipid droplet cells 6.5 µM	GPR55 activation
O=C(O)c1c(Cl)nc2ccccn12	2%	-5%	7%	1%	i	12	-9%	-1.0	49	18	671	-0.4%
Cc1ccc(-n2c(C)n[nH]c2=S)cc1C	12%	-10%	-7%	3%	i	32	-6%	1.3	53	14	750	-0.1%
CCCOC(=O)c1ccc(NC(=O)c2ccc(Br)o2)cc1	-1%	-1%	16%	9%	i	41	-14%	4.6	39	74*	654*	0.1%
CCOCCCNC(=O)CN(Cc1ccc(Cl)cc1)S(C)(=O)=O	8%	-10%	22%	12%	i	33	10%	1.5	70	-1	691	-0.1%
O=C(NCc1ccc(F)cc1)c1cc(C(=O)C2CC2)c[nH]1	13%	-5%	17%	6%	i	41	-8%	1.5	56	10	841	-0.1%
Cc1cc2c(cc(C(=O)NCc3cccnc3)n2Cc2ccc(Cl)cc2)o1	21%	-1%	5%	-2%	i	11	0%	-0.6	67	-2	769	-0.1%
CC(C)c1nc2sc3c(SCC(=O)NCc4ccco4)ncnc3c2c2c1CCC2	22%	3%	4%	18%	i	26	12%	5.2	37	·	·	0.3%
CCc1cc[n+](-c2nc3ccccc3nc2[N-]S(=O)(=O)c2ccc(Br)s2)cc1	3%	4%	8%	3%	i	58	13%	-1.5	105	1	655	0.2%
COc1ccc(C2C(C#N)=C(N)OC3=C2C(=O)CCC3)cc1Cn1cc([N+](=O)[O-])cn1 (centres undefined)	11%	-4%	2%	12%	i	59	-5%	-2.3	84	-35	559	0.6%

The list continues:
SMILES	Large T inhibition	LYP inhibition	GPR55 antagonists	Rac1 GTP hydrolysis	T cell HTS	T cell HTS vesicle-bound %	GPR35 arrestin U2OS	NTR1 agonist	NTR1 agonist cell count 20 µM	Lipid droplet	Lipid droplet cells 6.5 µM	GPR55 activation
Oc1cc(Cc2ccccc2)cnc1CN1CCOCC1	21%	-6%	0%	11%	i	34	-1%	-0.5	48	·	·	-0.2%
Cc1cc(-c2cc(C(=O)NCc3ccccc3)on2)nc(S(C)(=O)=O)n1	10%	-9%	16%	2%	i	26	-3%	17	85	·	·	-0.2%
Cc1cc2c(o1)CC(C)(C)CC2=O	5%	-4%	3%	1%	i	55	-8%	-0.8	97	·	·	0.3%
CCCNC(=S)Nc1ccc(F)cc1F	10%	2%	10%	·	i	26	6%	-0.8	49	6	697	0.3%
O=C(NS(=O)(=O)Nc1ccc(Br)cn1)c1c[nH]c2ccccc12	12%	-11%	-1%	5%	i	7	6%	-0.3	57	-3	753	-0.2%
CC(NC(=O)CN1CCN(c2ncccn2)CC1)c1ccc(F)cc1 (centres undefined)	-1%	-8%	21%	13%	i	28	3%	0.0	38	·	·	-0.1%
O=C(c1cccc(F)c1)N1CCCN(C(=O)c2cccc(F)c2)CC1	0%	-13%	2%	10%	i	51	9%	0.9	71	-9	644	-0.3%
Cn1cccc1C(=O)NCCc1ccccc1	8%	-5%	8%	3%	i	30	6%	1.7	58	-7	756	0.6%
O=C(Nc1ccc(N2CCOCC2)cc1)c1cc2c(s1)CCCCC2	-1%	10%	15%	6%	i	33	4%	1.3	56	6	659	-0.1%
C/C(=N\NC(=O)c1nnn(-c2nonc2N)c1-c1cccs1)c1cccc(O)c1	18%	-8%	-4%	3%	i	12	-10%	1.9	68	1	771	-0.1%
Cc1ccc(Cl)cc1NC(=O)CCn1cccc1	8%	-4%	22%	5%	i	39	-10%	-1.4	43	·	·	0.0%
O=C(N/N=C/C(Cl)=C/c1ccc([N+](=O)[O-])cc1)C(=O)Nc1ccc(C(=O)O)cc1	20%	8%	15%	11%	i	25	31%	-1.4	75	-9	742	-0.1%
O=[N+]([O-])/C(C(=C(Cl)Cl)N1CCN(Cc2ccccc2)CC1)=C1\NCCN1Cc1ccc(Cl)nc1	5%	-7%	-2%	6%	i	39	5%	1.5	95	15	693	-0.3%
CC(C)CN(C(=O)C1CSC2(C)CCC(=O)N12)c1c(N)n(Cc2ccccc2)c(=O)[nH]c1=O (centres undefined)	6%	-11%	15%	4%	i	15	-7%	0.1	59	15	857	0.0%
CCCS(=O)(=O)N1CCCC(C(=O)NC2CCCC(C)C2C)C1 (centres undefined)	-5%	-2%	16%	9%	i	33	-3%	0.7	50	11	686	0.2%
CC(C)N(C(=O)CSc1nc2ccccc2c(=O)[nH]1)C(C)C	11%	2%	2%	3%	i	34	-1%	-0.9	60	27	728	-0.1%
CN(C)CCN(Cc1cc2cc3c(cc2[nH]c1=O)OCO3)C(=S)NCc1ccco1	6%	-8%	2%	9%	i	58	11%	0.2	96	-42	703	-0.2%
CN(C)CCCOC(=O)COc1ccc(C(C)(C)C)cc1	2%	5%	2%	3%	i	20	8%	-1.7	55	6	624	0.2%
CC(O)/C=C/C1OC(=O)CC1Nc1ccc(C=O)cc1 (centres undefined)	5%	3%	24%	1%	i	31	-8%	-1.0	89	-6	702	0.2%
COc1ccc(NC(=O)COc2ccc(Br)cc2)c(OC)c1	5%	-13%	-12%	11%	i	56	16%	2.2	68	12	813	0.3%
Cc1cccc(NC(=O)CSc2nnc(-c3ccccc3Br)o2)c1C	-2%	0%	-9%	2%	i	40	23%	0.5	53	·	·	-1.0%
CC1(C)CC(=O)C(C(=O)C2CCN(S(=O)(=O)c3ccccc3)CC2)C(=O)C1	10%	-6%	-3%	7%	i	67	-7%	0.5	48	-15	692	0.2%
Cc1nc2c(c(=O)c3ccccc3n2C)c(=O)n1-c1ccccc1	13%	-8%	11%	19%	i	50	3%	1.5	46	-1	666	-0.1%
COCCCNC(=O)C1CCN(c2ccc(N3CCOCC3)nn2)CC1	9%	-2%	-1%	7%	i	28	11%	2.8	57	3	716	0.2%
Brc1ccc(OCCCCN2CCCCC2)cc1	13%	-7%	-2%	9%	i	19	12%	0.0	58	-2	842	-0.2%
CCOC(=O)CN1CC23C=CC(O2)C(C(=O)Nc2ccc(F)c(C)c2)C3C1=O (centres undefined)	5%	-9%	10%	3%	i	61	0%	0.2	62	5	794	-0.1%
